Screens as filed in PubChem.
NFkB SMM: binders of NF-kB p50 subunit, primary screen, biochemical, small molecule microarray, anti-His fluorescence | Nuclear factor NF-kappa-B p105 subunit (Homo sapiens), P19838 | calls only | anti-His fluorescence binding | 17,000 tested, 1.3% active;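 active = spot fluorescence over background significantly raised, with a chance value under 7% in all four replicate spots of the compound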;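 note: probe protein is his-tagged human p50 processed subunit at 1 µg/ml; raw spot fluorescence signals with no normalization applied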
Target sequence (P19838 1-433 limits assumed): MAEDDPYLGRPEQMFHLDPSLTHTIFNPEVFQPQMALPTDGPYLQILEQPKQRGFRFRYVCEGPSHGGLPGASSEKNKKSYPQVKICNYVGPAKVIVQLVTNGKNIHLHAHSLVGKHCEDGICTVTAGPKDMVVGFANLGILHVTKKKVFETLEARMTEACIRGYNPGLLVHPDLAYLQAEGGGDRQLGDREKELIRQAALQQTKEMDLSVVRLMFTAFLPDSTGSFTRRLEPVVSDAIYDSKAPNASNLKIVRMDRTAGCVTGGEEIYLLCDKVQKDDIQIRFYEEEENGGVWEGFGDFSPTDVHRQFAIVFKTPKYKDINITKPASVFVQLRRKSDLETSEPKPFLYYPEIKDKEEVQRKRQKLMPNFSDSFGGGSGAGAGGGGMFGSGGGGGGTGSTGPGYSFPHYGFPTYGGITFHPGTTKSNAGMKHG
Calls only; i = inactive; + = active, no number. This is a subset; the hit share may differ from the screen's.

SMILES | NFkB SMM
COc1ccc(-c2csc3ncn(CC(N)=O)c(=O)c23)cc1OC | i
CC1(OC(=O)/C=C/c2ccccc2)CC(O)C2C=COC(OC3OC(CO)C(O)C(O)C3O)C21 (stereo not drawn) | i
C[C@H](CO)N1C[C@H](C)[C@H](CN(C)C(=O)NC2CCCCC2)Oc2c(NC(=O)Nc3cccc4ccccc34)cccc2C1=O | i
C[C@@H]1CN([C@H](C)CO)C(=O)Cc2cc(NC(=O)Cn3cnnn3)ccc2O[C@H]1CN(C)C(=O)Nc1ccccc1 | i
C[C@H]1CN([C@@H](C)CO)C(=O)Cc2cc(NC(=O)Cc3cn(C)c4ccccc34)ccc2O[C@H]1CN(C)Cc1ccc(Oc2ccccc2)cc1 | i
C[C@@H]1CN([C@H](C)CO)C(=O)c2cc(NC(=O)NC3CCCCC3)ccc2O[C@@H]1CN(C)S(=O)(=O)c1cccs1 | i
COc1ccc(S(=O)(=O)Nc2cccc3c2O[C@H](CN(C)S(=O)(=O)c2cccs2)[C@H](C)CN([C@@H](C)CO)C3=O)cc1 | i
COc1ccc(S(=O)(=O)N(C)C[C@H]2Oc3ccc(NC(=O)CCCN(C)C)cc3C(=O)N([C@@H](C)CO)C[C@@H]2C)cc1 | i
C[C@H]1CN([C@@H](C)CO)C(=O)c2cccc(NS(=O)(=O)c3ccc(Cl)cc3)c2O[C@@H]1CN(C)Cc1ccncc1 | i
C[C@H](CO)N1C[C@H](C)[C@@H](CN(C)C(=O)Nc2ccccc2)Oc2c(NC(=O)Nc3ccc(C(F)(F)F)cc3)cccc2C1=O | i
Cc1nc([N+](=O)[O-])c(NCCO)n1Cc1ccccc1 | i
COc1cc(OC)c2ccc(=O)oc2c1CC(O)C(C)(C)O (stereo not drawn) | i
C[C@@H]1CCCCO[C@H](CN(C)C(=O)CCC(F)(F)F)[C@H](C)CN([C@@H](C)CO)C(=O)c2cc(NC(=O)Cc3ccccc3)ccc2O1 | +
CC1(C)C[C@H](O)C[C@@]2(C)[C@H]1[C@H](O)C=C1COC(=O)[C@@]12O | i
Cc1ccc(NC(=O)CSc2ncnc3sc4c(c23)CCC4)cc1 | i
C=CC(C)(O)CC(/C=C(\C)CC(/C=C(\C)CCC=C(C)C)OC(C)=O)OC(C)=O (stereo not drawn) | i
NS(=O)(=O)c1cc(Cl)c(Cl)c(S(N)(=O)=O)c1 | i
CN(C)S(=O)(=O)c1ccc(Cl)c(C(=O)Nc2ccccc2[N+](=O)[O-])c1 | i
Cc1ccc(S(=O)(=O)Nc2ccc3c(c2)CC(=O)N([C@@H](C)CO)C[C@H](C)[C@@H](CN(C)Cc2ccncc2)O3)cc1 | i
CCC(Sc1nnc(-c2ccc(NC(C)=O)cc2)n1C)C(=O)Nc1ccc(Cl)cc1 (stereo not drawn) | i
COC(=O)C(CC#Cc1ccc2c(c1)[C@]1(C(=O)N2)[C@H](C(=O)NC[C@H](O)c2ccccc2)[C@H]2C(=O)O[C@H](c3ccccc3)[C@H](c3ccccc3)N2[C@@H]1c1ccc(OCCO)cc1)C(=O)OC | i
O=C(C1=C[C@@H](C2CC2)C[C@@H](OCCCCO)O1)N1CCCCCCC1 | i
C[C@@H]1CN([C@H](C)CO)C(=O)c2cccc(NC(=O)NC3CCCCC3)c2O[C@@H]1CN(C)S(=O)(=O)c1cn(C)cn1 | i
CCNc1nc(SC(C)C(=O)Nc2ccccc2)nc(N2CCOCC2)n1 (stereo not drawn) | i
C[C@@H]1CN([C@@H](C)CO)C(=O)c2cc(NC(=O)NC3CCCCC3)ccc2O[C@@H]1CN(C)S(=O)(=O)c1cn(C)cn1 | i
NCCCCCCNC(=O)[C@@H]1C[C@@H]2C(=O)NCC(=O)N2[C@@H]1c1cccc(OCCO)c1 | i
C[C@@H]1CN([C@H](C)CO)C(=O)Cc2cc(NC(=O)C3CC3)ccc2O[C@H]1CN(C)C(=O)Nc1ccc(F)cc1 | i
COc1ccc(C[C@H](N)C(=O)N[C@H]2[C@@H](O)[C@H](n3cnc4c(N(C)C)ncnc43)O[C@@H]2CO)cc1 | i
C[C@@H]1CN([C@H](C)CO)C(=O)c2cccc(NS(=O)(=O)c3cccs3)c2O[C@@H]1CN(C)Cc1ccc(C(F)(F)F)cc1 | i
CC(=O)N[C@@H](CSC/C=C(\C)CC/C=C(\C)CCC=C(C)C)C(=O)O | i

In another format: results already given
| SMILES | NFkB SMM |
| --- | --- |
| NS(=O)(=O)c1cc(Cl)c(Cl)c(S(N)(=O)=O)c1 | i |
| CC(=O)N[C@@H](CSC/C=C(\C)CC/C=C(\C)CCC=C(C)C)C(=O)O | i |
| O=C(C1=C[C@@H](C2CC2)C[C@@H](OCCCCO)O1)N1CCCCCCC1 | i |
| NCCCCCCNC(=O)[C@@H]1C[C@@H]2C(=O)NCC(=O)N2[C@@H]1c1cccc(OCCO)c1 | i |
| C[C@@H]1CN([C@H](C)CO)C(=O)Cc2cc(NC(=O)C3CC3)ccc2O[C@H]1CN(C)C(=O)Nc1ccc(F)cc1 | i |
| C[C@@H]1CN([C@@H](C)CO)C(=O)c2cc(NC(=O)NC3CCCCC3)ccc2O[C@@H]1CN(C)S(=O)(=O)c1cn(C)cn1 | i |

The listing continues.
SMILES | NFkB SMM
COc1ccc(S(=O)(=O)Nc2ccc3c(c2)CC(=O)N([C@H](C)CO)C[C@@H](C)[C@@H](CN(C)CC2CC2)O3)cc1 | i
Cc1nc(S(=O)(=O)N[C@H]2CCN(Cc3cccc(OCCO)c3)C2)cn1C | i
C[C@H](CO)N1C[C@H](C)[C@H](CN(C)C(=O)Nc2ccccc2)Oc2ncc(C#CC(C)(C)O)cc2C1=O | i
CCN(CC(=O)O)S(=O)(=O)c1ccc(F)cc1 | i
C=CC1(C)C=C2CCC3C(C)(C)C(O[C@@H]4O[C@@H](CO)[C@H](O)[C@H]4O)CCC3(C)C2CC1O[C@@H]1O[C@H](C)[C@H](O)[C@H](O)[C@H]1O (stereo partly drawn) | +
CC1(C)CC[C@]2(C(=O)O)CC[C@]3(C)C(=CCC4[C@@]5(C)CC[C@H](O[C@@H]6O[C@H](C(=O)O)[C@@H](O[C@@H]7O[C@H](CO)[C@@H](O)[C@H](O)[C@H]7O)[C@H](O)[C@H]6O[C@@H]6O[C@H](CO)[C@@H](O)[C@H](O)[C@H]6O)C(C)(C)C5CC[C@]43C)C2C1 (stereo partly drawn) | +
C[C@H](CO)N1C[C@H](C)[C@H](CN(C)S(=O)(=O)c2ccc(F)cc2)Oc2c(NS(=O)(=O)c3ccccc3)cccc2C1=O | i
C=C(C)[C@@H]1CC[C@]2(C(=O)O)CC[C@]3(C)[C@H](CCC4[C@]5(C)C(CC[C@]43C)[C@@](C)(CO)[C@@H](O)[C@@H]5C(=O)O)C12 (stereo partly drawn) | i
C[C@@H]1CCCCO[C@@H](CN(C)S(C)(=O)=O)[C@@H](C)CN([C@@H](C)CO)C(=O)c2cc(NS(=O)(=O)c3ccccc3)ccc2O1 | i
COc1ccc(CN(C)C[C@H]2OCCCC[C@@H](C)Oc3ccc(NC(=O)Nc4ccc5c(c4)OCO5)cc3C(=O)N([C@@H](C)CO)C[C@@H]2C)cc1 | i
Cc1noc(C)c1NC(=O)N(C)C[C@H]1Oc2c(NC(=O)C3CCOCC3)cccc2C(=O)N([C@H](C)CO)C[C@H]1C | i
COc1ccc(-c2cn(CC(=O)N3CCN(C)CC3)nn2)cc1OC | i
C[C@H](CO)N1C[C@H](C)[C@@H](CN(C)S(=O)(=O)c2ccccc2)Oc2ccc(NC(=O)CCN3CCOCC3)cc2CC1=O | i
Cc1noc(C)c1NC(=O)N(C)C[C@H]1Oc2ccc(NC(=O)NC(C)C)cc2CC(=O)N([C@H](C)CO)C[C@@H]1C | i
CC(C)NC(=O)N(C)C[C@@H]1Oc2ccc(N(C)C)cc2CC(=O)N([C@H](C)CO)C[C@@H]1C | i

Random excerpt: 5 entries already listed
SMILES | NFkB SMM
C[C@H](CO)N1C[C@H](C)[C@@H](CN(C)S(=O)(=O)c2ccccc2)Oc2ccc(NC(=O)CCN3CCOCC3)cc2CC1=O | i
COc1ccc(CN(C)C[C@H]2OCCCC[C@@H](C)Oc3ccc(NC(=O)Nc4ccc5c(c4)OCO5)cc3C(=O)N([C@@H](C)CO)C[C@@H]2C)cc1 | i
CCN(CC(=O)O)S(=O)(=O)c1ccc(F)cc1 | i
COc1ccc(-c2cn(CC(=O)N3CCN(C)CC3)nn2)cc1OC | i
CC1(C)CC[C@]2(C(=O)O)CC[C@]3(C)C(=CCC4[C@@]5(C)CC[C@H](O[C@@H]6O[C@H](C(=O)O)[C@@H](O[C@@H]7O[C@H](CO)[C@@H](O)[C@H](O)[C@H]7O)[C@H](O)[C@H]6O[C@@H]6O[C@H](CO)[C@@H](O)[C@H](O)[C@H]6O)C(C)(C)C5CC[C@]43C)C2C1 (stereo partly drawn) | +

Further results.
SMILES | NFkB SMM
COc1ccc(NC(=O)CCC2COc3ccccc3O2)c(OC)c1 (stereo not drawn) | i
COc1ccccc1C(=O)n1nc(-c2ccccc2)nc1NCc1ccco1 | i
CN(C(=O)CN1C(=O)c2ccccc2S1(=O)=O)c1ccccc1C(=O)O | i
COc1ccc(S(=O)(=O)N(C)C[C@H]2Oc3ccc(NC(=O)CCCN(C)C)cc3C(=O)N([C@H](C)CO)C[C@@H]2C)cc1 | i
C[C@@H]1CN([C@H](C)CO)C(=O)Cc2cc(NC(=O)NC3CCCCC3)ccc2O[C@H]1CN(C)Cc1ccncc1 | i
N#C/C(=C/c1ccc(O)c(O)c1)C(=O)NCCCc1ccccc1 | i
COc1ccc(CN(C)C[C@@H]2Oc3ccc(NC(=O)Cc4ccccc4)cc3C(=O)N([C@@H](C)CO)C[C@H]2C)cc1 | i
CNC[C@H]1OCc2cn(nn2)CCCC(=O)N([C@H](C)CO)C[C@@H]1C | i
C[C@H](CO)N1C[C@H](C)[C@H](CN(C)S(=O)(=O)c2ccccc2)Oc2ccc(NC(=O)c3ccncc3)cc2CC1=O | i
Cc1noc(C)c1NC(=O)Nc1ccc2c(c1)C(=O)N([C@H](C)CO)C[C@H](C)[C@H](CN(C)C(=O)NC1CCCCC1)OCCCC[C@H](C)O2 | i
CNC[C@H]1Oc2ccc(NS(=O)(=O)c3ccc(Cl)cc3)cc2CC(=O)N([C@@H](C)CO)C[C@H]1C | i
C[C@@H]1CCCCO[C@H](CN(C)C)[C@@H](C)CN([C@@H](C)CO)C(=O)c2cc(NC(=O)Nc3ccccc3)ccc2O1 | i
COc1ccc(S(=O)(=O)N(C)C[C@H]2Oc3ccc(NC(=O)c4ccncc4)cc3C(=O)N([C@@H](C)CO)C[C@H]2C)cc1 | i
C[C@@H]1CCCCO[C@H](CN(C)Cc2ccccc2)[C@@H](C)CN([C@H](C)CO)C(=O)c2cc(NC(=O)Nc3ccc4c(c3)OCO4)ccc2O1 | i
COc1cc2c(cc1O)C(C1CC1)N(Cc1cc3c(cc1Br)OCO3)CC2 (stereo not drawn) | i
C[C@@H]1CN([C@@H](C)CO)C(=O)c2cc(NC(=O)Nc3ccc(F)cc3)ccc2O[C@H]1CN(C)S(=O)(=O)c1ccccc1 | i
Cc1noc(C)c1NC(=O)N(C)C[C@H]1Oc2c(cccc2N(C)C)C(=O)N([C@@H](C)CO)C[C@H]1C | i
C[C@@H]1CN([C@@H](C)CO)C(=O)CCCn2cc(nn2)CO[C@H]1CN(C)C(=O)OCc1ccccc1 | i
C[C@@H]1CN([C@@H](C)CO)C(=O)c2cc(NC(=O)Nc3ccc(C(F)(F)F)cc3)ccc2O[C@@H](C)CCCCO[C@@H]1CN(C)CC1CCCCC1 | +
Nc1nc(SCC(=O)c2ccc(Cl)cc2Cl)n[nH]1 | i
Cc1cc(C(=O)Nc2cccc3c2O[C@@H](CN(C)S(=O)(=O)c2cccs2)[C@@H](C)CN([C@@H](C)CO)C3=O)n(C)n1 | i
C[C@H](CO)N1C[C@H](C)[C@@H](CN(C)Cc2ccc(-c3ccccc3)cc2)Oc2c(NS(=O)(=O)c3cccs3)cccc2C1=O | i
Cc1noc(C)c1S(=O)(=O)Nc1cccc2c1O[C@@H](CN(C)CC1CC1)[C@@H](C)CN([C@H](C)CO)C2=O | i
O=C(CC1NC(=O)NC1=O)Nc1cccc(C(F)(F)F)c1 (stereo not drawn) | i
Cc1sc(NC(=O)COc2ccccc2)c(C(N)=O)c1-c1ccccc1 | i
N#Cc1c(-c2ccccc2)nc(SCCN2C(=O)c3ccccc3C2=O)[nH]c1=O | i
COc1ccc(S(=O)(=O)N(C)C[C@@H]2Oc3ccc(NC(=O)Nc4ccc(C(F)(F)F)cc4)cc3C(=O)N([C@H](C)CO)C[C@@H]2C)cc1 | i
C=C(C)[C@H]1C[C@@]2(C)C(=CC1=O)CC[C@@H](O)[C@@H]2C | i
O=c1cc(-c2ccccc2)nc(SCc2nc3ccccc3c(=O)[nH]2)[nH]1 | i
C[C@@H]1CN([C@H](C)CO)C(=O)Cc2cc(NC(=O)Nc3ccccc3)ccc2O[C@@H]1CN(C)Cc1ccc(C(=O)O)cc1 | i
O=C(NCCO)c1cccc(Nc2nc(-c3ccccc3)c3cc(Cl)ccc3n2)c1 | i
C[C@@H]1CCCCO[C@H](CN(C)S(=O)(=O)c2cccs2)[C@@H](C)CN([C@H](C)CO)C(=O)c2cc(NS(C)(=O)=O)ccc2O1 | i
CC(Oc1ccc(Cl)cc1Cl)C(=O)Nc1cccc(Cl)c1N1CCOCC1 (stereo not drawn) | i
C[C@@H]1CN([C@H](C)CO)C(=O)c2cc(NC(=O)CCCN(C)C)ccc2O[C@@H]1CN(C)Cc1ccc(C(=O)O)cc1 | i
Cc1ccc(N)c(C(=O)CCCCC(=O)O)c1 | i
C[C@H]1CN([C@@H](C)CO)C(=O)Cc2cc(NC(=O)Cc3cn(C)c4ccccc34)ccc2O[C@H]1CN(C)C(=O)Nc1ccccc1 | i
C[C@H](CO)N1C[C@H](C)[C@@H](CN(C)C(=O)Nc2ccc(F)cc2)Oc2c(NS(=O)(=O)c3ccc(Cl)cc3)cccc2C1=O | i
C[C@H](CO)N1C[C@H](C)[C@@H](CN(C)C(=O)NC2CCCCC2)Oc2c(NC(=O)Nc3ccc(F)cc3)cccc2C1=O | i
C[C@@H]1CN([C@H](C)CO)C(=O)c2cccc(NS(C)(=O)=O)c2O[C@@H]1CN(C)CC1CC1 | i
Cc1ccc(N(CC(N)=O)S(=O)(=O)c2ccc(F)cc2)cc1 | i
